PLCg1 inh: PLC-gamma1 (human) inhibition, primary screen. P19174. 0.84% of 370,000 active. inhibition, % at 12.2 µM. purified PLC-gamma1, fluorogenic substrate, fluorescence. AID 720700; in the data active = inhibition above about 9.5%
PLCb3 inh: inhibitors of human phospholipase C beta3 | Q01970 | Purified PLC-beta3, fluorogenic substrate, fluorescence | inhibition, % at 12.2 µM | 0.18% of 370,000 active | AID 720704; in the data active = inhibition above about 11%;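 note: 0% = median of compound wells on plate and 100% = full blocker control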
ADAM10 inh: inhibitors of human ADAM10. O14672. recombinant ADAM10, EDANS/DABCYL FRET peptide cleavage, 3 h. inhibition, % at 7 µM. 0.62% of 370,000 active;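 active = inhibition above a per-campaign cutoff equal to the mean of compounds falling between control-based bounds plus 3 SD, cut at about 20% in these data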;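 note: 0% = DMSO wells while the 100% control is not disclosed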
SIAE primary: inhibitors of human sialic acid acetylesterase SIAE; Q9HAT2; SIAE FP-Rh probe binding, fluorescence polarization; inhibition, % at 9.66 µM; 0.69% of 370,000 active; AID 1053197;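 active = inhibition above a cutoff: mean of compounds within the control limits plus 3 SD of those, cut at about 17% in these data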;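 note: 0% = plate median of compound wells and 100% = probe without SIAE protein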
ARFGAP1 inh: inhibits rat ARF GTPase activating protein 1; Arfgap1-stimulated ARF1 GTP hydrolysis, GDP FP detection; inhibition, % at 16.5 µM; 0.26% of 360,000 active; AID 651572;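 active = inhibition above a per-plate limit, mean inhibition of low control wells plus 3 SD, cut at about 25% in these data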;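 note: 0% = DMSO wells with enzyme and 100% = wells lacking Arfgap1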
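Assay system: Rat Arfgap1 GAP domain (His6, aa 1-136), purified enzyme | Buffer or medium: HEPES 25 mM pH 7.5, NaCl 150 mM, MgCl2, DTT | Schedule: GTP hydrolysis reaction 2 h at 25 °C | Signal: FP of antibody-bound GDP Alexa 633 tracer, ex 620/em 688 nm | Measure: Percent inhibition of Arfgap1-stimulated GTP hydrolysis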
ASAP1 GAP inh: inhibitors of human ASAP1 ArfGAP activity; Q9ULH1; ASAP1-stimulated ARF1 GTP hydrolysis, GDP FP detection; inhibition, % at 16.5 µM; 0.19% of 360,000 active; AID 624377; in the data active = inhibition above about 25%;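 note: 0% = vehicle with enzyme and substrate and 100% = no enzyme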
Target sequence (Q9ULH1 325-724 limits assumed): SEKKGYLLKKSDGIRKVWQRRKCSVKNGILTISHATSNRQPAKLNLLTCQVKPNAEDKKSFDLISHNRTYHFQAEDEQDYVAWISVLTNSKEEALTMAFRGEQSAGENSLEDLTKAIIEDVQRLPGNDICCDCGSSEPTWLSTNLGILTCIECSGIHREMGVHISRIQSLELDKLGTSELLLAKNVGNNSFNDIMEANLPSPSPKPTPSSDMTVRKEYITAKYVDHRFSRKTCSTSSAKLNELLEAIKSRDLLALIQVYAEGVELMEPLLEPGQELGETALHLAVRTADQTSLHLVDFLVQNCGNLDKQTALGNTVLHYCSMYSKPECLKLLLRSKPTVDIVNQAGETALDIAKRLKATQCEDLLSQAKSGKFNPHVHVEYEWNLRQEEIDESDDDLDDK
TDP2 absorb: blocks human TDP2 phosphodiesterase activity | O95551 | inhibition, % at 12.8 µM | recombinant TDP2, T5PNP hydrolysis, p-nitrophenol absorbance 415 nm | 0.34% of 370,000 active;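 active = inhibition above the mean of all tested compounds plus 3 SD, set per campaign, cut at about 25% in these data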;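 note: 0% = DMSO with enzyme and 100% = buffer with substrate but no TDP2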
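System: recombinant human TDP2 / Amount: 120 nM TDP2 per well / Also added: 5 mM T5PNP chromogenic substrate / Doses: 12.8 µM single point, 1% DMSO / Incubation: 2 h at 37 °C / Detection: p-Nitrophenol epi absorbance / Evaluation: % inhibition relative to enzyme-containing and enzyme-free wells / Repeats: singlicate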
DDE Tn6 FP inh: disrupts Tn6 cyclic peptide binding to fibrin D-Dimer-E complex; AID 720509; inhibition, % at 8.3 µM; Fibrin DD(E) TRITC-Tn6 fluorescence polarization displacement; P02675; 0.21% of 370,000 active;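 active = inhibition above a per-campaign cutoff: mean of compounds within control limits plus 3 SD, cut at about 15% in these data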;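 note: 0% = median of all compound wells on the plate and 100% = blocking peptide control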
Tn7 DDE FP: disrupts Tn7 cyclic peptide binding to fibrin D-Dimer-E complex; FP displacement of FITC-Tn7 peptide from fibrin DD(E); 0% = median of compound wells per plate; inhibition, % at 8.3 µM; 0.13% of 370,000 active; AID 720508;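 active = inhibition above the mean of compounds falling within the control limits plus 3 SD of them, cut at about 14% in these data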;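 note: 0% = plate median of compound wells and 100% = 10 µM Aha-Tn7 peptide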
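system = human fibrin DD(E) protein | quantity = DD(E) 2 µM final | medium = Tris/NaCl/CaCl2 buffer, pH 7.8 | also added = labelled Tn7 tracer, 0.1 µM | compound dosing = single point at 8.3 µM | timing = compound with protein 10 min, then 3 h after probe, room temperature | signal = FP measurement | benchmarks = Aha-Tn7 high control | repeats = one replicate per compound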
ADAM17 inh: ADAM17 inhibition, QFRET primary screen; P78536; recombinant ADAM17, EDANS/DABCYL FRET peptide cleavage; inhibition, % at 6.95 µM; 0.83% of 370,000 active; AID 720648;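 active = inhibition above the mean of compounds lying between control limits plus 3 SD, set per campaign, cut at about 8.5% in these data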;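 note: 0% = DMSO-only wells as the low control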
Target sequence (P78536 215-824 limits assumed): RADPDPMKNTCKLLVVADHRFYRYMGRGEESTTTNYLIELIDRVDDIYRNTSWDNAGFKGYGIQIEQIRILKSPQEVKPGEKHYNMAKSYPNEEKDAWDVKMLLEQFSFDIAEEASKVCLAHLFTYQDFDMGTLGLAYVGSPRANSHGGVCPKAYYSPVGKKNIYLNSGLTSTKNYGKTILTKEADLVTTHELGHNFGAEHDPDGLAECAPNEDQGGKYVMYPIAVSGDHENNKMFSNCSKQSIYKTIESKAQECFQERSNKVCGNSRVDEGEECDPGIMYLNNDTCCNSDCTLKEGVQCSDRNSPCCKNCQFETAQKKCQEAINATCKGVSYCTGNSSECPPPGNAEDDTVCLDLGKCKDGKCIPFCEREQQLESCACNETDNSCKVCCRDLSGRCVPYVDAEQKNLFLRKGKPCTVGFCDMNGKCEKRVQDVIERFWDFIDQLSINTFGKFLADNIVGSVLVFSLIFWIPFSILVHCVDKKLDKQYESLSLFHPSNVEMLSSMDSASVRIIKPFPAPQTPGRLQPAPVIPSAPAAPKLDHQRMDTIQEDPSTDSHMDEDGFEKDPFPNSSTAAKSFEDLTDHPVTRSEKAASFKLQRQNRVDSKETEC
An asterisk follows results filed as active; i = inactive; . = not tested or not shown.

SMILES	PLCg1 inh	PLCb3 inh	ADAM10 inh	SIAE primary	ARFGAP1 inh	ASAP1 GAP inh	TDP2 absorb	DDE Tn6 FP inh	Tn7 DDE FP	ADAM17 inh
Cc1ccc(/C(N)=N/OC(=O)CCc2ccccc2)cc1	-2	1	-5	-5	6	7	-11	-7	1	-5
O=C1NC(=O)C(CCc2ccccc2)(c2ccccc2)N1 (stereo not given)	2	3	3	0	9	-8	3	-2	-3	0
CS(=O)(=O)N(CCC#N)Cc1ccc(C=O)o1	-3	2	10	2	-12	-13	0	2	6	-1
C/C(=N\OCC(=O)OCC(=O)N(C)c1ccccc1)c1ccc2c(c1)OCO2	1	-1	-4	5	3	-1	15	-2	-1	-3
COc1ccc(C2CC(O)(c3ccccc3)Oc3cc(OC)cc(OC)c32)cc1 (stereo not given)	-16	-23	-19	0	-4	3	9	4	6	0
CN(C)S(=O)(=O)c1cccc(C(=O)OCC(=O)Nc2sccc2C(N)=O)c1	0	-7	0	-2	-4	5	0	-4	-1	3
COc1ccc(N2CCN(Cc3nc4c(c(=O)[nH]c(=O)n4C)n3CCCc3ccccc3)CC2)cc1	1	-1	-2	3	4	7	7	-2	2	-6
CCCN1CCN(CCCNC(=O)c2ccc(CS(=O)c3ccc(OC)cc3)o2)CC1 (stereo not given)	2	-1	4	-3	7	-3	-8	3	10	0
CC(c1ccccc1)n1cc(C(=O)NCCCn2ccnc2)nn1 (stereo not given)	6	-1	-4	-4	-7	-2	4	5	6	-6
CCOc1ccc(NC(=O)/C(C#N)=C/c2ccc(N3CCCC3)c(C)c2)cc1	-11	-4	-4	-14	-2	1	9	-2	1	-3
COC(=O)C1=C(O)/C(=C\c2ccc(OCC(=O)Nc3ccccc3OC)cc2)N=C1C	-3	-7	2	4	7	-19	14	1	1	0
CCN(CCNC(=O)C1CCCN(Cc2nc(-c3ccc(OC)cc3)oc2C)C1)c1ccccc1 (stereo not given)	3	0	8	5	1	-7	4	0	5	0
CCc1ccccc1N(CC(=O)Nc1cccnc1)S(=O)(=O)c1ccccc1	-1	-6	-1	5	-1	5	-4	1	8	0
CC(=O)N1CCOc2ccc(S(=O)(=O)NC[C@H]3O[C@@H](n4ccc(=O)[nH]c4=O)[C@H](O)[C@@H]3O)cc21	-3	-1	-3	3	10	-2	-5	-7	-9	-3
COc1ccc(NS(=O)(=O)c2cccc(NC(=O)C3=NN(c4ccccc4)C(=O)CC3)c2)cc1	-2	-3	5	2	-3	3	16	5	-1	0
COc1ccc2c(c1)c1nc3ccccc3nc1n2Cc1ccc(OC(C)C)c(OC)c1	-9	-10	-4	-10	-9	1	-8	11	5	0
COc1ccc([C@H]2[C@H](C(=O)C(C)(C)C)N3N=Cc4ccccc4C3[C@]23N=C(c2ccccc2)OC3=O)cc1 (stereo not given in full)	-40	-64	-6	-3	5	-6	-2	5	0	6
CCOc1cc(C2/C(=C(/O)c3ccc(OC(C)C)cc3)C(=O)C(=O)N2CCCOC)ccc1O (stereo not given)	2	2	1	16	-3	3	2	-6	-2	-1
O=C(CCSc1nc2ccccc2s1)N/N=C/c1c(O)ccc2ccccc12	1	-2	-1	4	8	6	1	-5	-1	-4
COc1ccc(CNC(=O)CSc2n[nH]c(C)c2[N+](=O)[O-])cc1	0	1	0	-5	2	-7	-7	-1	-3	-3
Cc1cc(C)c(OCC(=O)N(Cc2ccc(N(C)C)cc2)C2CCS(=O)(=O)C2)c(C)c1 (stereo not given)	1	-4	6	2	-6	-14	-15	-3	3	-2
COc1cccc(-c2nc(CS(=O)(=O)CC(=O)NCCCOC(C)C)c(C)o2)c1	-1	1	4	1	4	-6	2	-4	2	-3
CC(=O)c1cccc(NC(=O)N2C3CCC2CC(NC(=O)C2CC2)C3)c1 (stereo not given)	-2	-2	-3	-1	-5	-5	9	-2	-1	-3
CCOC(=O)C1=CC[C@@H](c2cccc(C)c2)N(S(=O)(=O)c2ccc(C)cc2)[C@H]1C(=O)OCC	2	5	8	6	-3	6	3	-4	1	4
Nc1sccc1C(=O)NCCN1CCOCC1	-3	-11	-25	19*	-5	12	8	1	-4	-9
O=C(CCn1c(=O)oc2ccccc21)Nc1ccc(C(=O)O)cc1	0	0	-8	-4	-2	-2	-5	0	0	-4
O=C(O)C1CCCN1S(=O)(=O)c1ccc(F)cc1 (stereo not given)	0	0	9	6	-7	-4	-11	5	-4	-3
O=C(CCN1C(=O)[C@@H]2Cc3ccccc3CN2C1=O)N[C@H](Cc1ccccc1)C(=O)O	3	6	-1	-4	-6	3	8	1	3	0
CCOC(=O)c1nn(C)c(C)c1Cl	2	2	-5	-1	9	1	-1	4	-1	0
CC1CCCN(C(=O)c2ccc(COc3ccccc3Br)cc2)C1 (stereo not given)	-2	-3	5	-4	0	-11	0	3	5	-6
CCOc1ccc(NS(=O)(=O)c2cc3c(cc2C)N(C)CCO3)cc1	2	2	7	-3	5	-11	1	5	3	1
CCN(CC)CCCN1C(=O)C(O)=C(C(=O)c2ccco2)C1c1ccc(OC(C)C)cc1 (stereo not given)	-6	-2	1	8	-6	-14	-3	1	8	0
C=CCOc1ccc(CNc2ccc(NC(=O)CCC)cc2)cc1OCC	3	3	-24	7	8	6	0	-5	-9	1
CCc1ccc(C2=NN(CCC(=O)NC(C)c3ccc4c(c3)OCCO4)C(=O)CC2)cc1 (stereo not given)	4	-4	-5	-4	14	9	-11	-2	-10	0
CCOC(=O)C1=CCN(S(=O)(=O)c2ccc(C)cc2)C1c1cccc(F)c1 (stereo not given)	1	1	-5	1	5	0	-1	-3	1	-4
COc1ccc(S(=O)(=O)N(C)c2ccc(C(=O)N3CCN(c4ccccc4)CC3)cc2)cc1OC	0	-9	6	-2	14	10	-12	10	-4	-4
O=C(CSc1nccn1-c1ccc(Cl)cc1)NCc1ccc2c(c1)OCO2	5	-4	3	-2	-2	3	-14	4	-4	2
O=C1C=C(c2ccc(Cl)cc2)OC2(CCCC2)O1	6	5	-4	-5	5	3	0	-2	1	-3
O=C(Cn1cncn1)N/N=C/c1c2ccccc2cc2ccccc12	-32	-51	8	-2	8	17	-5	9	-2	4
COc1ccc(C(=O)N/N=C(/C)c2ccc(N3CCCCC3)cc2)cc1	-15	-12	-13	3	-1	-1	1	-4	-2	-6
COC(=O)c1ccc(C2/C(=C(\O)c3cccc(OC)c3)C(=O)C(=O)N2CCCN2CCOCC2)cc1 (stereo not given)	-1	1	3	4	7	-8	1	5	9	0
CN(C)CCc1cc2c(c3c1ccc1ccccc13)OCO2	-3	-12	-99	-1	9	20	-6	-3	2	-37
O=C(Oc1ccc2c(=O)c(Cl)coc2c1)c1cccnc1	-291	-345	-157	0	-5	4	-8	-3	0	-47
COc1ccc(Cc2nnc(Nc3c(C)cccc3C)o2)cc1OC	7	-2	10	8	9	5	-8	-2	-8	2
COc1ccc(C(=O)N/N=C/c2ccc3cccc(OCc4ccccc4)c3n2)cc1	i	i	i	-8	-5	9	-2	-2	-5	-335
CCC(=O)NC(Nc1sc2c(c1C(=O)OC)CCC2)C(Cl)(Cl)Cl (stereo not given)	2	-1	6	15	3	8	1	-2	-6	3
O=C(NCCN1CCCCC1)Nc1ccc(Br)cc1	0	-2	-1	-1	6	-2	17	2	-6	1
CCOC(=O)c1[nH]c2ccc(Br)cc2c1NC(=O)CCN1CCN(C(=O)OCC)CC1	-1	2	0	18*	8	10	-3	-5	-9	-2
CCn1cc(S(=O)(=O)c2ccc(C)cc2)[nH]c1=O	9	3	-5	-9	3	5	3	-10	4	-3
O=C(Nc1ccc(N2CCN(C(=O)c3ccco3)CC2)cc1)c1ccccc1Br	3	-4	-1	1	-1	8	1	4	-4	6
COc1ccc(NC(=O)COc2cccc(C(F)(F)F)c2)cn1	-3	-9	-1	-12	-1	6	19	2	6	-2
Cc1cccc(N2CCN(C(=O)COc3cccc4c3OC(C)(C)C4)CC2)c1C	3	2	8	2	3	-6	-3	-1	-7	2
Cc1nn(-c2ccccc2)c(C)c1/C=N/NC(=O)c1ccccc1O	-32	-46	-4	4	5	7	-3	9	-7	-3
O=[N+]([O-])c1cc(-c2ccc(C(=S)N3CCOCC3)o2)ccc1Cl	-31	-35	-19	6	-6	-10	-2	-2	-1	-10
Cc1cc(=O)oc2cc(OCC(=O)OCc3nnc(-c4ccccc4)o3)ccc12	-16	-20	-195	2	3	8	2	-13	-5	-58
CCOC(=O)c1c(-c2ccccc2)oc2ccc(OCC(=O)NNC(=O)CCCC(=O)O)cc12	i	i	i	-1	-2	-9	-5	1	3	-434
COc1ccc(CN2C[C@]3(C=C4CCCCC4n4c(=O)n(-c5ccccc5)c(=O)n43)N(C(=O)OCc3ccccc3)C2=NC(=O)c2ccccc2)c(OC)c1 (stereo not given in full)	3	0	19	0	.	.	-11	0	-6	7
NC(=O)c1ccc(C2SCC(=O)N2Cc2ccccc2)cc1 (stereo not given)	2	3	1	-3	1	6	-3	11	1	-3
CCOC(=O)c1c(NC(=O)CSc2nc3ccccc3o2)sc(C(C)=O)c1C	-2	2	-1	-10	-5	11	-12	2	-9	-1
C[C@@]12C(=O)Nc3ccc(F)cc3C(=O)N1[C@H]1c3cc(Cl)ccc3OC[C@@H]1[C@@H]2c1ccccc1	-2	-3	1	-36	5	1	9	-6	3	2
O=C(NC1CCS(=O)(=O)C1)C1C2CC3CC(C2)CC1C3 (stereo not given)	-1	-5	-9	-5	10	10	1	3	1	-6

Grouped by structure, those above containing bromine.
SMILES	PLCg1 inh	PLCb3 inh	ADAM10 inh	SIAE primary	ARFGAP1 inh	ASAP1 GAP inh	TDP2 absorb	DDE Tn6 FP inh	Tn7 DDE FP	ADAM17 inh
CC1CCCN(C(=O)c2ccc(COc3ccccc3Br)cc2)C1 (stereo not given)	-2	-3	5	-4	0	-11	0	3	5	-6
O=C(NCCN1CCCCC1)Nc1ccc(Br)cc1	0	-2	-1	-1	6	-2	17	2	-6	1
CCOC(=O)c1[nH]c2ccc(Br)cc2c1NC(=O)CCN1CCN(C(=O)OCC)CC1	-1	2	0	18*	8	10	-3	-5	-9	-2
O=C(Nc1ccc(N2CCN(C(=O)c3ccco3)CC2)cc1)c1ccccc1Br	3	-4	-1	1	-1	8	1	4	-4	6
